MITF TRPM1 HTS – increases MITF-driven TRPM1 promoter luciferase signal. activation, % at 12.5 µM. SK-MEL-5 TRPM1-promoter luciferase, 24 h; % of positive control, neutral wells = 0. hit rate 0.75% among 300,000;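 active = mean activation of at least 80% with every replicate also reaching 80%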;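 also: 0% = neutral control wells and 100% = parthenolide positive control wells; values of inactives mirror those of a sister screen read the other way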
CAL PDZ FP-1 – blocks peptide binding to human CAL PDZ domain | Q9HD26 | inhibition, % at 20 µM | hit rate 0.02% among 330,000 | AID 504414 | purified CAL PDZ, TMR-peptide fluorescence polarization, 1 h;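 active = highest replicate inhibition of at least 40%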;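 also: plate controls were DMSO neutral control wells for no effect and unlabeled competitor peptide control wells for full effect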
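Read-out basis: mP drop reported as inhibition | Assay system: Tagged CAL PDZ protein CerCALP, purified | Benchmarks: Unlabelled peptide for full inhibition, DMSO wells as neutral | Schedule: 1 h incubation at room temperature before polarization reading | Buffer or medium: Sodium phosphate/NaCl buffer pH 7.4 with TCEP, IgG, Thesit | Doses: Single point, 20 µM | Measured by: Fluorescence polarization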
Ecoli viability – reduces bacterial viability in AddAB counter-screen. E. coli V3065 growth, OD600 absorbance, 18 h. inhibition, % at 11.9 µM. hit rate 0.27% among 330,000;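 active = inhibition above the campaign's mean inhibition across all tested compounds plus 3 SD, cut at about 9.9% in these data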;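 also: uninfected addAB+ strain grown without phage in ampicillin broth; 0% = DMSO wells and 100% = ciprofloxacin 0.95 µg/ml wells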
phage Ecoli inh – E. coli growth loss with phage present. growth absorbance. inhibition, % at 11.9 µM. hit rate 0.26% among 360,000. AID 651602; in the data active = inhibition above about 11%
Tat transport – E. coli Tat transport inhibition; E. coli MC4100 TorA-mCherry Tat export, fluorescence; inhibition, % at 10 µM; hit rate 0.036% among 340,000; AID 488895;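 active = mean replicate inhibition at least 50% and at least half of replicates individually reaching 50%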;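 also: exported cargo escapes ClpAP degradation while cytoplasmic cargo is degraded and loses fluorescence; 0% = median of neutral control wells and 100% = median of NaSCN control wells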
AddAB inh – less growth of phage-infected E. coli with AddAB. E. coli expressing H. pylori AddAB, absorbance growth. inhibition, % at 11.9 µM. hit rate 0.29% among 330,000. AID 435030; in the data active = inhibition above about 12%;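 also: 0% = vehicle wells of infected cells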
SR-BI DiI-HDL act – activators of SR-BI mediated HDL lipid uptake | CHO ldlA[mSR-BI] cells, DiI-HDL uptake fluorescence, 3 h; 100 = double the neutral-control signal | hit rate 0.096% among 320,000 | activation, % at 12.5 µM | AID 504775;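 active = mean replicate activation of at least 60% and every replicate at or above 60%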;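 also: 0% = median plate neutral-control signal and 100% = twice that signal; values of inactives mirror those of a sister screen read the other way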
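system = CHO ldlA[mSR-BI] cells, LDL receptor-null, SR-BI overexpressing | medium = Ham's F12 with 0.5% BSA, HEPES 25 mM, pH 7.4 | probe or stimulus = DiI-HDL 10 µg/mL | compound dosing = single-point compound dose | incubation = compound exposure 3 h, 37 °C | technique = DiI fluorescence, bottom read | read-out = cell-associated DiI fluorescence as measure of HDL uptake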
Wnt act – activates Wnt/beta-catenin signaling in a reporter cell assay; activation, % at 9.35 µM; activator, plate reader; hit rate 1.2% among 300,000; in the data active = activation above about 30%, passing the limit was not always enough;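 also: 0% = neutral control wells and 100% = positive control wells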
SR-BI DiI inh – blocks mouse SR-BI lipid uptake from DiI-HDL; inhibition, % at 12.5 µM; ldlA[mSR-BI] CHO cells, DiI-HDL uptake fluorescence, 3 h; hit rate 0.96% among 320,000; Q61009;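 active = mean replicate inhibition of at least 70% and a set share of replicates each scoring 70 or more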;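 also: 0% = median of neutral control wells and 100% = median of positive control wells; values of inactives mirror those of a sister screen read the other way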
Target sequence (Q61009 whole entry, looked up): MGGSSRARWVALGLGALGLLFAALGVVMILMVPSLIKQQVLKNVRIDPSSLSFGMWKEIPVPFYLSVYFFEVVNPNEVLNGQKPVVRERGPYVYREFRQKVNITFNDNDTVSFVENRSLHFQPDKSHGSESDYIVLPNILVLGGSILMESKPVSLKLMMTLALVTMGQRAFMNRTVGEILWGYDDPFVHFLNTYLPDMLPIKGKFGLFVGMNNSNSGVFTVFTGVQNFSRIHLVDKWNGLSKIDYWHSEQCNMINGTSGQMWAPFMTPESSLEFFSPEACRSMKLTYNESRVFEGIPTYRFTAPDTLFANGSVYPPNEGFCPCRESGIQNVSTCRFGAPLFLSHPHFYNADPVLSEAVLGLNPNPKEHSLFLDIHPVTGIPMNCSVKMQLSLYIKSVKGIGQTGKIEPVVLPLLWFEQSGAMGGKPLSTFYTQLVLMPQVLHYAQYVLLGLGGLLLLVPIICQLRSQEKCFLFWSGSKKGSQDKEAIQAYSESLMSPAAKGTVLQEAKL
CAL PDZ FP-2 – blocks peptide binding to the human CAL PDZ domain | Q9HD26 | purified CAL PDZ, TMR-peptide fluorescence polarization, 1 h | inhibition, % at 24.9 µM | hit rate 0.92% among 300,000 | AID 602252;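 active = mean inhibition of at least 30% with at least half of replicates also reaching 30%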;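 also: 0% = DMSO neutral control and 100% = excess unlabeled competitor peptide PRC23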
The depositor's hits bear a star; nt = not tested or not shown. Compounds were not picked by outcome; 3.6% or so of the library scored in one or more.

compound,MITF TRPM1 HTS,CAL PDZ FP-1,Ecoli viability,phage Ecoli inh,Tat transport,AddAB inh,SR-BI DiI-HDL act,Wnt act,SR-BI DiI inh,CAL PDZ FP-2
CCc1ccccc1NC(=O)c1ccc2nc(N3CCOCC3)sc2c1,nt,-0.4,2.9,0.1,-4,1.6,-15,-2,9,nt
CC(=O)N/C(=C\c1ccc(C)o1)C(=O)NCc1ccccc1,-4,-0.3,0.4,1.5,-13,-0.7,33,0,-33,0
COc1ccc(Br)cc1/C=c1\sc2nc(-c3ccco3)nn2c1=O,-6,-1.1,-2.9,2.0,1,1.9,10,-5,-10,0
COc1cccc(CN(C)C(=O)CSCC(=O)Nc2cc(C)on2)c1OC,4,-2.0,-0.8,3.2,6,-0.2,4,-4,-4,0
COc1cccc(C(=O)NCC(=O)N/N=C/c2cccc(OC(=O)c3ccc([N+](=O)[O-])cc3)c2)c1,3,-1.7,2.1,4.7,-6,2.5,15,4,-15,-2
Cc1nc(SCC(=O)Nc2cccnc2Cl)nc(C)c1C,-7,0.1,3.3,2.2,0,2.4,-5,0,5,-5
CCc1ccc(NC(=O)c2ccccc2NC(=O)C2CCCO2)cc1 (stereo not drawn),55,-3.7,-0.4,1.5,-3,1.0,22,nt,-22,-2
COc1ccc2[nH]c3c(c2c1)CCN1C(=O)C(CC(=O)NCCCN(C)C)C[C@H](C(=O)N2CCOCC2)[C@@]31CCC1CCCC1 (stereo partly drawn),14,-0.2,-0.7,-0.1,-2,-0.9,21,-3,-21,1
COc1ccc(CC(=O)NNC(=S)Nc2ccccc2)cc1Cl,13,-0.4,0.6,2.4,5,0.2,4,-1,-4,3
Cn1c(N)c(C(=O)COC(=O)C2CCCN2C(=O)c2cccs2)c(=O)n(C)c1=O (stereo not drawn),-7,0.0,0.2,3.0,-8,2.3,-7,-1,7,nt
Cc1cccc(CSc2nnc([C@@H]3CCCN3)o2)c1,nt,-0.5,0.1,4.9,0,0.1,4,-2,-4,-2
CCCC[C@@H]1CNC(=S)N1CCc1cccc2ccccc12,-6,-1.3,-0.3,1.7,17,2.0,-17,-2,17,-2

The closing five compounds of the part before lead into the next.
compound,MITF TRPM1 HTS,CAL PDZ FP-1,Ecoli viability,phage Ecoli inh,Tat transport,AddAB inh,SR-BI DiI-HDL act,Wnt act,SR-BI DiI inh,CAL PDZ FP-2
COc1ccc2[nH]c3c(c2c1)CCN1C(=O)C(CC(=O)NCCCN(C)C)C[C@H](C(=O)N2CCOCC2)[C@@]31CCC1CCCC1 (stereo partly drawn),14,-0.2,-0.7,-0.1,-2,-0.9,21,-3,-21,1
COc1ccc(CC(=O)NNC(=S)Nc2ccccc2)cc1Cl,13,-0.4,0.6,2.4,5,0.2,4,-1,-4,3
Cn1c(N)c(C(=O)COC(=O)C2CCCN2C(=O)c2cccs2)c(=O)n(C)c1=O (stereo not drawn),-7,0.0,0.2,3.0,-8,2.3,-7,-1,7,nt
Cc1cccc(CSc2nnc([C@@H]3CCCN3)o2)c1,nt,-0.5,0.1,4.9,0,0.1,4,-2,-4,-2
CCCC[C@@H]1CNC(=S)N1CCc1cccc2ccccc12,-6,-1.3,-0.3,1.7,17,2.0,-17,-2,17,-2
O=C(CSc1nc(NS(=O)(=O)c2ccccc2)cc(=O)[nH]1)Nc1ccccc1Cl,0,-2.7,nt,-1.7,-6,nt,1,-1,-1,-5
CCN(CC)CCN(Cc1cc2cc3c(cc2[nH]c1=O)OCO3)C(=S)NCCOC,nt,0.3,-0.9,1.8,-2,1.2,30,0,-30,-3
COc1ccccc1NC(=O)COC(=O)CN1C(=O)C(=O)c2ccccc21,0,-0.7,2.8,1.1,3,3.8,-12,-1,12,0
CCN(CC)C(=O)Oc1ccc(NC(C)=O)cc1,nt,-1.7,1.9,5.0,-8,-0.3,1,-4,-1,1
CCOc1ccc(-c2c(C(=O)N/N=C/c3ccc(C)cc3)nnn2-c2nonc2N)cc1,nt,-0.4,-0.9,2.3,-6,-0.2,-44,1,44,-1
Cc1ccc(C)c(S(=O)(=O)N2CCN(C(=O)CCNS(=O)(=O)c3ccc(C)c(C)c3)CC2)c1,5,-0.3,-0.6,2.1,12,0.3,-13,-1,13,-2
Cc1ccc2nc(-c3ccc(NC(=O)CSc4nccc(=O)[nH]4)cc3)sc2c1,39,-2.2,-2.0,4.7,11,-1.1,2,nt,-2,-12
CC1(C)N=C(N)NC(Nc2ccc(Br)cc2)=N1,-6,-1.6,-0.7,2.2,9,1.2,0,-4,0,nt
Cc1cc(C)nc(SCC(=O)c2ccc(C)c(C)c2)n1,14,-15,1.3,3.0,2,0.7,4,-1,-4,-5
C=CCSc1nnc(-c2cnn(-c3ccccc3)c2-n2cccc2)n1C,3,-3.3,-0.9,0.3,-2,0.2,8,-5,-8,6
O=C(c1ccc(CN2CCc3ccccc3C2)cc1)N1CCN(c2ccc(F)cc2)CC1,-3,-3.2,2.2,1.9,-5,1.7,nt,nt,nt,-3
COc1cccc(COC(=O)c2cc(S(=O)(=O)N3CCOCC3)ccc2Cl)c1OC,-3,-1.0,nt,7.4,5,nt,-46,-3,46,nt
CN1C=C(C(F)(F)F)C=C/C1=C(\C#N)c1nnc2n1CCCCC2,-14,0.3,-3.0,1.2,-2,-3.0,-5,nt,5,-3
CCOC(=O)c1nnn(CC(=O)N2N=C(c3ccccc3)CC2c2ccccc2)c1C(=O)OCC (stereo not drawn),nt,-1.4,0.6,1.5,0,-1.1,-48,0,48,-5
Cc1nc(/C=C\C(=O)O)c2cc(C)oc2n1,0,-1.4,-0.9,1.1,8,1.7,3,-2,-3,2
Cc1cc2cc(CCNC(=O)c3ccc(C)c([N+](=O)[O-])c3)c(=O)[nH]c2cc1C,-4,-3.5,1.4,2.6,-6,2.1,-1,nt,1,-1
CCOC(=O)c1c(C)nc(-c2ccccc2)nc1N,nt,0.0,-0.2,2.2,2,-0.2,13,nt,-13,0
O=C(CSc1cn[nH]n1)Nc1ccc(O)c(C(=O)O)c1,-5,-2.3,-2.4,-1.4,0,0.7,nt,-1,nt,-1
COc1cc(C(=O)Nc2cc(C)ccc2C)ccc1OCc1c(C)noc1C,10,0.5,0.4,1.3,-15,-2.3,-52,5,52,2
Cc1ccc(S(=O)(=O)[N-]c2nc3ccccc3nc2-n2cc[n+](Cc3ccccc3)c2)cc1,nt,-2.6,-1.1,0.6,-6,5.8,13,-3,-13,15
CC(OC(=O)CCC(=O)c1cccs1)C(=O)Nc1ccccc1[N+](=O)[O-] (stereo not drawn),8,-3.0,-1.1,4.2,-7,1.0,26,0,-26,-2
COC(=O)C(NC(=O)CCC(=O)NC(C(=O)OC)c1ccccc1)c1ccccc1 (stereo not drawn),7,-3.4,-1.8,1.8,3,0.5,-6,-2,6,-5
Cc1cc(N/N=C/c2ccc(F)cc2)nc(NCc2ccccc2)n1,nt,nt,0.8,4.7,nt,-2.1,nt,-1,nt,nt
c1ccc(CSc2nnc3ccc(-c4ccco4)nn23)nc1,9,-2.4,-1.8,2.3,-6,-0.7,nt,2,nt,1
COC(=O)c1ccc(COc2c(F)c(F)cc(F)c2F)o1,16,0.0,-1.4,2.4,3,3.5,23,-2,-23,4
COc1ccc(N(C(=O)c2cnccn2)C(C(=O)NCc2ccccc2)c2ccc(O)cc2)cc1 (stereo not drawn),52,-1.9,0.5,0.0,-6,0.1,nt,8,nt,-4
COc1cccc(-n2nnc3c(=O)n(CC(=O)N4CCC(Cc5ccccc5)CC4)cnc32)c1,-14,-3.0,-0.3,2.0,-9,1.3,-18,nt,18,nt
CC(C)c1ccc(NC(=O)c2cc(S(=O)(=O)N3CCCCC3)c[nH]2)cc1,nt,0.3,2.5,3.9,8,1.0,38,-2,-36,nt
COc1ccc(N(Cc2cc3cccc(C)c3[nH]c2=O)S(C)(=O)=O)cc1,-13,-2.0,2.7,nt,1,0.8,16,nt,-16,-5
Cc1ccc(S(C)=O)cc1-n1c(=O)n(Cc2ccccc2)c(=O)c2[nH]cnc21 (stereo not drawn),3,0.5,-0.7,2.1,-1,-1.9,-5,0,5,-2
CC(=O)c1cc2c(s1)-c1cc(F)ccc1OC2,8,-0.1,2.9,3.3,3,5.2,-6,4,6,2
CCc1ccc(NC(=O)C2CCCN2C(=O)NC2CCCCC2)cc1 (stereo not drawn),-9,-1.8,-2.6,0.6,0,-1.7,21,1,-21,-1
O=C(COC(=O)c1ccc(S(=O)(=O)N2CCCC2)cc1)NCc1ccccc1,2,0.5,1.6,0.9,1,1.4,21,nt,-21,-1
Cc1nc(NC(=O)c2cc3c(C)nn(-c4ccccc4)c3s2)sc1C(=O)Nc1ccccc1,2,1.0,-2.4,1.9,-1,3.2,-60,nt,60,-2
Cc1cc(C(=O)NN=C2CCCCC2)c2ccccc2n1,-4,-2.0,1.0,4.1,5,2.8,3,nt,-3,-2
COc1ccc(Cc2noc(CN(C)CC3(N4CCOCC4)CCCCC3)n2)cc1OC,-3,-2.8,5.1,94*,2,2.5,10,-3,-6,-4
O=C(CCc1ccccc1)NNC(=S)NC(=O)c1ccccc1,6,0.2,-6.2,-4.2,-8,-4.6,-4,nt,4,5
O=C(Nc1ccsc1C(=O)N1CCCCCC1)c1ccccc1,-6,-0.7,-1.3,3.3,-9,1.4,-22,-3,22,-3
CCOCCCNC(=O)Cc1ccc(F)cc1,nt,nt,-1.8,4.4,nt,0.2,nt,-1,nt,nt
CC(C)(C)C1CCC(OC(=O)c2ccncc2)CC1 (stereo not drawn),-6,-0.5,-0.1,3.0,3,-1.1,5,nt,-5,-4
O=C(Nc1cc(C(F)(F)F)ccc1N1CCOCC1)c1cccc(F)c1,3,-0.3,-0.8,0.3,-1,-1.4,-28,-3,28,10
Clc1ccc(-c2cc(COc3ccccc3)on2)cc1,70,0.1,1.4,3.3,25,4.1,-12,9,12,6
CCC(CC)CN1CCC(CN2C(=O)C(=O)NC[C@@H]2[C@@H](C)CC)CC1,-1,1.4,nt,3.2,-8,nt,13,-2,-13,5
COc1ccccc1N1CCN(C(c2cccs2)C(C)NC(=O)c2ccco2)CC1 (stereo not drawn),5,0.5,-0.7,2.8,-7,-0.8,-21,4,21,5
COc1ccc(-c2nc(-c3ccc(NC(=O)c4ccc(Br)o4)cc3)no2)cc1OC,-2,nt,-2.2,3.1,0,0.5,-79,nt,79*,-4

Compound activity deposited in PubChem BioAssay by several laboratories.
